Screening results from PubChem.
ERAP1 HTS inh – blocks human ERAP1 aminopeptidase activity | Q9NZ08 | recombinant ERAP1, Leu-AMC fluorescence, 60 min | inhibition, % at 10.7 µM | hit rate 0.15% among 340,000;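 active = mean replicate inhibition of at least 30%, or all replicates individually reaching that 30% level; inactive = mean below 30% and not every replicate reaching it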;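 also: 0% = neutral control wells and 100% = L-leucinethiol positive control wells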
DENV2 CPE rescue – inhibitors of DENV2 cytopathic effect | DENV2-infected cells, cytopathic effect rescue, plate reader | CPE inhibition, % at 9.99 µM | hit rate 1.7% among 350,000; in the data active = CPE inhibition above about 20%, passing the limit was not always enough; inconclusive = no clear call, values can overlap the other calls; tested in BHK-21 cells;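 also: 0% = median of neutral control wells and 100% = median of positive control wells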
miR122 inh – miR-122 inhibition in Huh7 cells | Huh7 miR-122 Renilla luciferase sensor, 48 h; neutral wells = 0, positive control = 100 | hit rate 0.3% among 340,000 | activation (reporter increase), % at 12.5 µM;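 active = mean replicate activation score at least 90 and every replicate individually at or above 90; inconclusive = only one of the two criteria met; inactive = neither criterion met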;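 also: higher luciferase means less miR-122 activity so hits act as miR-122 inhibitors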
SIRT5 block – sirtuin-5 (human) deacylase inhibition | Q9NXA8 | hit rate 1.1% among 330,000 | inhibition, % at 15 µM | Purified SirT5, succinyl-peptide AMC, trypsin-coupled fluorescence; in the data active = inhibition above about 15%; inconclusive = no clear call, values can overlap the other calls
CFTR F508del cor – correctors of CFTR F508del function in bronchial epithelial cells; hit rate 0.36% among 350,000; AID 720511; CFBE cells, YFP halide quenching; stimulated with forskolin plus potentiator P3; % fluorescence drop versus neutral controls; activity (quench increase), % at 7.58 µM;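 active = mean added fluorescence quench of at least 8% versus neutral control, with both replicates also reaching 8%; inconclusive = only one of the mean or replicate conditions met; inactive = mean below 8% and not both replicates reaching 8%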;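 also: cells transiently co-express mutant CFTR-F508del with the halide-sensitive YFP; corrector assay measuring rescue of mutant channel to the surface after 24 h compound exposure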
Casp6 inh – caspase-6 (human) enzyme inhibition; P55212; purified caspase-6, Z-VEID-R110 cleavage fluorescence; hit rate 0.53% among 350,000; inhibition, % at 12.5 µM;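 active = mean inhibition across replicates at least about 35%, with every replicate also reaching that limit, limit read from the data; inconclusive = only one of the two criteria met; inactive = neither criterion met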;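 also: 0% = median of neutral control wells and 100% = no fluorescence left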
Target sequence (P55212 24-179 limits assumed): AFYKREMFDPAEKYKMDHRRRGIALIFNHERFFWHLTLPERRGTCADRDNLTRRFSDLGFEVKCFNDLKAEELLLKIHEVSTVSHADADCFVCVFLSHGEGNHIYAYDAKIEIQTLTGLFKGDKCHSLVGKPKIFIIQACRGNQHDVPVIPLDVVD
Target sequence (P55212 194-293 limits assumed): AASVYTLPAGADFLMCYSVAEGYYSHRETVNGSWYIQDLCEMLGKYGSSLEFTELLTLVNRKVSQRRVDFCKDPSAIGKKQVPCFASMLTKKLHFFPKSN
ERp5 block – ERp5 (human) disulfide isomerase inhibition; hit rate 0.05% among 350,000; Q15084; inhibition, % at 9.99 µM; ERp5 insulin aggregation, absorbance 650 nm, 90 min; AID 651711;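 active = mean replicate inhibition above about 25%, with every replicate also reaching it, limit read from the data, passing the limit was not always enough; inconclusive = only one of those two criteria met; inactive = neither criterion met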
Target sequence (Q15084 whole entry, looked up): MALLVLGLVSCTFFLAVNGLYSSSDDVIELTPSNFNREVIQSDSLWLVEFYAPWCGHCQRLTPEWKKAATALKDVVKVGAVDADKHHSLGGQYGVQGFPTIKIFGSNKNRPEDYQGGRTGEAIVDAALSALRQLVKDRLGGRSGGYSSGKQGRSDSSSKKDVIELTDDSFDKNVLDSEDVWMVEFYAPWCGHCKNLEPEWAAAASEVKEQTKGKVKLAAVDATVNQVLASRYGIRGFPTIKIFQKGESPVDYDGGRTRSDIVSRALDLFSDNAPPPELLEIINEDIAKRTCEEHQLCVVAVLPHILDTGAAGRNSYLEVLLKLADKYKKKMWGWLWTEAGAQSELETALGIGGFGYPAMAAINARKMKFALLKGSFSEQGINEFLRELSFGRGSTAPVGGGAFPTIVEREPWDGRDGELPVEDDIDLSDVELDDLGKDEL
An asterisk follows results filed as active; ? = inconclusive; · = no result given; [ ] = another dose, or the depositor's remark.

item | ERAP1 HTS inh | DENV2 CPE rescue | miR122 inh | SIRT5 block | CFTR F508del cor | Casp6 inh | ERp5 block | SMILES
1 | 4 | · | 3 | 0 | · | 17 | 3 | O=C(CSC1=Nc2ccccc2C2=NC(CC(=O)NCc3ccco3)C(=O)N12)NCc1ccco1 (stereo not drawn)
2 | 2 | 4 | 0 | 1 | · | -1 | 11 | O=C(Nc1nnc(SCc2ccccc2)s1)c1cccc([N+](=O)[O-])c1
3 | -2 | 0 | -8 | -3 | 0.3 | 35* | -5 | CC(C)OCCOc1ccc2oc(-c3ccco3)cc(=O)c2c1
4 | 0 | ? | -7 | -3 | 1.0 | 2 | 4 | CC(=O)c1cccc(NC(=O)CSc2ccc(-c3cccnc3)nn2)c1
5 | 1 | -6 | -5[16.7 µM] | -2 | -4.4 | 0 | 3 | Cc1ccc(S(=O)(=O)N(C)C[C@H]2OCCCC[C@@H](C)Oc3ccc(NC(=O)Nc4ccc(F)cc4)cc3C(=O)N([C@@H](C)CO)C[C@H]2C)cc1
6 | -2 | 8 | 8[16.7 µM] | 3 | 2.0 | 2 | -1 | C[C@H](CO)N1C[C@H](C)[C@H](CN(C)C(=O)C2CCCCC2)Oc2ncc(-c3ccccc3F)cc2C1=O
7 | 1 | -16 | 1 | · | 0.8 | -1 | 8 | O=C(NCc1ccccn1)C1Nc2ccc(C(F)(F)F)cc2C2C=CCC12 (stereo not drawn)
8 | -1 | -1 | 5[16.7 µM] | · | -0.6 | 1 | 4 | CNC[C@H]1Oc2ccc(NC(=O)Nc3ccc4c(c3)OCO4)cc2CC(=O)N([C@@H](C)CO)C[C@@H]1C
9 | 0 | -8 | · | -2 | · | 3 | -4 | COc1ccc(C(=O)N[C@H](C(=O)OCC(=O)NC(=O)c2cccn2C)C(C)C)cc1
10 | 5 | · | · | -5 | · | 2 | 4 | Cc1ccc(N(Cc2cc3cc(C)ccc3[nH]c2=O)S(=O)(=O)c2ccccc2)cc1
11 | · | -22 | 5[16.7 µM] | · | -0.2 | · | · | COc1ccc(S(=O)(=O)N(C)C[C@H]2Oc3c(NS(=O)(=O)c4ccc(F)cc4)cccc3C(=O)N([C@@H](C)CO)C[C@H]2C)cc1
12 | -1 | 16 | -5 | 0 | -0.1 | -1 | -6 | Cc1ccc(C(=O)CCC(=O)NC2=NCCS2)cc1
13 | 4 | -16 | -10 | 2 | 0.2 | 0 | 4 | Cc1coc2cc3oc(=O)c(CCC(=O)NC4CC4)c(C)c3cc12
14 | 2 | -7 | -2 | -1 | 2.2 | 4 | 0 | Cc1csc(NC(=O)c2oc3ccccc3c2C)n1
15 | 0 | -1 | -7[16.7 µM] | 2 | 3.6 | 1 | -4 | Cc1ccc(-c2cnc3c(c2)C(=O)N([C@@H](C)CO)C[C@@H](C)[C@H](CN(C)C(=O)c2cccnc2)O3)cc1
16 | 0 | 24* | -7[16.7 µM] | 1 | -0.3 | 1 | 0 | C[C@@H]1CN([C@@H](C)CO)C(=O)c2cccc(NS(=O)(=O)c3ccccc3)c2O[C@@H]1CN(C)CC1CCCCC1
17 | -2 | 1 | -3 | -5 | 1.3 | 0 | 3 | Cc1cccc(N2CC(C(=O)Nc3nnc(SCC(=O)N4CCOCC4)s3)CC2=O)c1 (stereo not drawn)
18 | 2 | -4 | · | 7 | 1.6 | 6 | 0 | O=C(C[C@@H]1C=C[C@@H](NC(=O)C2CCOCC2)[C@@H](CO)O1)Nc1ccccc1
19 | · | 7 | 8 | 1 | 0.3 | -3 | 1 | Cc1c(C)n(Cc2ccccc2)c2ccc(C(=O)O)cc12
20 | -3 | ? | -9 | 2 | -2.9 | -28 | 2 | C=C(C)CN(CC)C(=O)CN1C(=O)NC2(CCc3ccccc32)C1=O (stereo not drawn)
21 | 2 | 11 | · | 3 | -0.3 | 1 | 4 | CCCNC(=O)N1[C@H](CO)[C@H](c2ccc(C3=CCCC3)cc2)[C@@H]1C#N
22 | 0 | -6 | 3 | -8 | 3.5 | 2 | 0 | C/C(N)=C(/C#N)C(=O)COC(=O)c1cccc2ccccc12
23 | 8 | · | -1 | -1 | -1.3 | -5 | -1 | Cc1cc(=O)c2c(o1)CC(C)(C)CC2=O
24 | -4 | 15 | 5[16.7 µM] | 21* | 0.4 | 1 | 0 | OC[C@H]1[C@H](c2ccc(C#CC3(O)CCCC3)cc2)[C@H]2CN(Cc3cncnc3)CCCCN21
25 | -1 | 13 | 4 | -2 | 1.9 | 3 | 7 | O=C(CCc1ccccc1)N1CCN(Cc2ccc(F)cc2Cl)CC1
26 | 1 | -2 | -3 | -2 | -3.2 | 1 | 0 | Nc1nnnn1/N=C/c1cccc(Br)c1
27 | -1 | 5 | -5 | -5 | -0.2 | 5 | -3 | Cc1cc(C)cc(N(CCC#N)C(=O)CSc2nc3nc(C)cc(C)n3n2)c1
28 | 1 | -3 | · | -1 | 4.6 | 0 | -1 | COc1ccc(NC(=O)CS(=O)(=O)Cc2nc(-c3ccc(C)cc3)oc2C)cc1
29 | 0 | 1 | · | · | 5.0 | -1 | -3 | O=C(C=Cc1ccccc1)c1ccc([N+](=O)[O-])cc1
30 | -1 | 0 | · | -9 | 1.6 | 8 | 0 | COCCNC(=O)C[C@@H]1CC[C@H](NC(=O)NC2CCCCC2)[C@H](CO)O1
31 | 1 | 14 | 9[16.7 µM] | 1 | -4.3 | 4 | 1 | CNC[C@@H]1Oc2ccc(NC(=O)Nc3c(C)noc3C)cc2C(=O)N([C@H](C)CO)C[C@@H]1C
32 | 1 | 18 | 2 | -1 | -3.9 | -4 | -5 | CCN(CC)CCN(C(=O)c1ccc(S(=O)(=O)N(CC)c2ccccc2)cc1)c1nc2c(OC)ccc(OC)c2s1
33 | 1 | 6 | · | 9 | -0.5 | -1 | 2 | CO[C@H](CN(C)C(=O)Nc1ccc(C(F)(F)F)cc1)[C@H](C)CN(Cc1ccccc1Cl)[C@@H](C)CO
34 | -2 | 4 | -8 | -2 | 2.8 | 2 | -3 | O=[N+]([O-])c1ccc(CSc2nnc(SCc3ccccc3)s2)cc1
35 | 0 | 1 | 0 | -4 | -1.0 | 1 | 0 | CCOC(=O)C1=C(C)NC(=S)NC1c1cc(C)sc1C (stereo not drawn)
36 | 3 | -2 | 2 | -3 | 1.2 | -4 | -3 | COc1ccc2sc(N(CCCN(C)C)C(=O)c3ccc(S(=O)(=O)N(C)C4CCCCC4)cc3)nc2c1
37 | 1 | -6 | · | -1 | 3.1 | 0 | -7 | COc1ccc(C(=O)N2CCNC(=O)C2CC(=O)Nc2cc(Cl)ccc2OC)cc1 (stereo not drawn)
38 | -2 | 12 | -4 | -8 | -2.6 | -1 | 4 | Cc1ccccc1-c1nc2c(s1)CCc1onc(-c3cccc([N+](=O)[O-])c3)c1-2
39 | -1 | -3 | 3 | -1 | -0.1 | -2 | 0 | Cc1ccc(C(=O)OCC(=O)NC2CCCc3ccccc32)o1 (stereo not drawn)
40 | -24 | -7 | · | 21* | 1.3 | 64* | 1 | O=C(O)c1ccccc1NS(=O)(=O)c1ccc(N/N=C/c2ccc(O)c(O)c2)c([N+](=O)[O-])c1
41 | 1 | -1 | · | -2 | 0.3 | 3 | 2 | CCCCC(=O)Nc1cccc(NC(=O)c2cccc(Br)c2)c1
42 | 0 | -1 | -9[16.7 µM] | 0 | 0.8 | 0 | -6 | O=C(Cc1ccncc1)N[C@H]1CC[C@@H](CCn2cc(-c3ccccc3F)nn2)O[C@H]1CO
43 | -4 | ? | 6 | -1 | -0.6 | 3 | 0 | COc1cccc(C(O)c2ncc(-c3ccc4ccccc4c3)[nH]2)c1 (stereo not drawn)
44 | -1 | -8 | 2 | -1 | -1.2 | 3 | 4 | COc1ccc(NC(=O)C2CCN(S(=O)(=O)c3ccccc3)CC2)cc1
45 | -6 | 17 | -12 | -2 | -0.5 | 3 | 7 | NC(=O)c1ncn([C@@H]2O[C@H](CNCc3ccccc3C#Cc3ccccc3)[C@@H](O)[C@H]2O)n1
46 | -1 | 4 | 3[16.7 µM] | -1 | -4.9 | 0 | 3 | CS(=O)(=O)Nc1ccc2c(c1)[C@H]1C[C@@H](CC(=O)N3CCc4ccccc4C3)O[C@@H](CO)[C@H]1O2
47 | 4 | 1 | 0 | 1 | -0.1 | -2 | 4 | O=C(CCS(=O)(=O)c1ccccc1)Nc1ncc([N+](=O)[O-])s1
48 | 5 | -7 | 1 | 3 | -1.0 | 0 | 8 | O=C(CSc1nnc(NC(=O)c2ccccc2F)s1)NCc1ccco1
49 | -5 | 9 | -1 | -4 | 1.0 | 0 | 0 | Cc1ccc(OCC(=O)NCCNC(=O)c2cccnc2)cc1C
50 | 0 | -3 | 3 | -6 | 0.1 | 0 | -1 | CCOC(=O)N1CCN(C(=O)CSc2nnc(-c3cccc(Cl)c3)o2)CC1

An excerpt of these results, with one line to a screen:
45: NC(=O)c1ncn([C@@H]2O[C@H](CNCc3ccccc3C#Cc3ccccc3)[C@@H](O)[C@H]2O)n1
6: C[C@H](CO)N1C[C@H](C)[C@H](CN(C)C(=O)C2CCCCC2)Oc2ncc(-c3ccccc3F)cc2C1=O
41: CCCCC(=O)Nc1cccc(NC(=O)c2cccc(Br)c2)c1
20: C=C(C)CN(CC)C(=O)CN1C(=O)NC2(CCc3ccccc32)C1=O (stereo not drawn)
10: Cc1ccc(N(Cc2cc3cc(C)ccc3[nH]c2=O)S(=O)(=O)c2ccccc2)cc1
16: C[C@@H]1CN([C@@H](C)CO)C(=O)c2cccc(NS(=O)(=O)c3ccccc3)c2O[C@@H]1CN(C)CC1CCCCC1
assay / compound	45	6	41	20	10	16
ERAP1 HTS inh	-6	-2	1	-3	5	0
DENV2 CPE rescue	17	8	-1	?	·	24*
miR122 inh	-12	8[16.7 µM]	·	-9	·	-7[16.7 µM]
SIRT5 block	-2	3	-2	2	-5	1
CFTR F508del cor	-0.5	2.0	0.3	-2.9	·	-0.3
Casp6 inh	3	2	3	-28	2	1
ERp5 block	7	-1	2	2	4	0

Quoted at random: 4 records from the list
item | ERAP1 HTS inh | DENV2 CPE rescue | miR122 inh | SIRT5 block | CFTR F508del cor | Casp6 inh | ERp5 block | SMILES
49 | -5 | 9 | -1 | -4 | 1.0 | 0 | 0 | Cc1ccc(OCC(=O)NCCNC(=O)c2cccnc2)cc1C
40 | -24 | -7 | · | 21* | 1.3 | 64* | 1 | O=C(O)c1ccccc1NS(=O)(=O)c1ccc(N/N=C/c2ccc(O)c(O)c2)c([N+](=O)[O-])c1
29 | 0 | 1 | · | · | 5.0 | -1 | -3 | O=C(C=Cc1ccccc1)c1ccc([N+](=O)[O-])cc1
45 | -6 | 17 | -12 | -2 | -0.5 | 3 | 7 | NC(=O)c1ncn([C@@H]2O[C@H](CNCc3ccccc3C#Cc3ccccc3)[C@@H](O)[C@H]2O)n1
